Assay outcomes: PubChem, Sanford-Burnham Center for Chemical Genomics
Mdm2 MdmX PPI – inhibitors of human Mdm2/MdmX interaction; O15151+Q00987; inhibition, % at 8 µM; SaOS-2 split-luciferase Mdm2/MdmX complementation, luminescence; hit rate 3% among 330,000; AID 485346;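 active means inhibition of at least 50% at 8 µM in the primary screen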
XBP1 UPR activ – activators of adaptive arm of unfolded protein response (XBP1); CHO-XBP1 luciferase reporter, IRE1-XBP1 UPR activation, luminescence; percent of tunicamycin response, DMSO as zero; activation, % at 20 µM; hit rate 0.33% among 330,000; AID 463104;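 active means versus positive control, 20 µM dose yields 30% or more activation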;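 further: 100% = tunicamycin at 10 µg/mL and 0% = DMSO only wells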
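assay system = CHO-XBP1 luciferase reporter cells | amount = 1000 cells/well | buffer or medium = F12 plus 10% FBS | compound dosing = single point, 20 µM final compound, 1% DMSO | incubation = 16-18 h cell attachment at 37 °C, then 6 h compound exposure | detection = Steady-Glo luminescence read | controls = tunicamycin 10 µg/mL and vehicle-only wells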
APJ agonist – activates the human apelin receptor APJ; AID 2520; hit rate 0.11% among 330,000; activation, % at 20 µM; P35414; CHO-K1 APJ PathHunter beta-arrestin, luminescence; 0% DMSO wells, 100% apelin;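 active means activation more than six SD over the plate average, tested at 20 µM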;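 further: 0% = DMSO alone and 100% = apelin-13 at 10 nM; some results filed as inactive read as strong as hits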
Target sequence (P35414 whole entry, looked up): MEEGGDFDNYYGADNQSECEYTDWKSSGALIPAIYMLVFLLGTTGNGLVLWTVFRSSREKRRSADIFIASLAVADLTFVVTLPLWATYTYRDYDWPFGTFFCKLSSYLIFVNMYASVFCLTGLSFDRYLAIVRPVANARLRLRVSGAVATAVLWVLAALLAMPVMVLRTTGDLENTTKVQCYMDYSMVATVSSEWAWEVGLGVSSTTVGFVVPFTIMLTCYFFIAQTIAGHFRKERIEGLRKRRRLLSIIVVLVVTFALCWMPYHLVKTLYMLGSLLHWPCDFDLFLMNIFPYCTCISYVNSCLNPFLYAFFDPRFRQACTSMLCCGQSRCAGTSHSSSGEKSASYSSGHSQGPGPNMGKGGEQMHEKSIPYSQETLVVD
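Test system: CHO-K1 APJ beta-arrestin complementation cell line | Compound: Single test compound dose, 20 µM final, 1% DMSO | Incubation: Compound 90 min 25 °C, reagent 1 h | Measured by: beta-gal luminescence | Read-out basis: APJ–arrestin association signal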
tim23-1 inh – inhibits growth of tim23-1 mutant yeast. inhibition, % at 20 µM. S. cerevisiae tim23-1 growth, BacTiter-Glo luminescence, 24 h. hit rate 1.3% among 330,000. AID 463212;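 active means growth inhibition of the mutant yeast at or above 50%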;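 further: temperature-sensitive mutant grown at 25 °C; plate controls were DMSO-treated mutant yeast for no effect and medium wells lacking yeast for full effect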
NR3A LBD binder – modulators (binders) of human NR3A ligand-binding domain. NR3A LBD differential scanning fluorimetry, Tm shift; 0% = protein alone, 100% = glycine-bound protein. Tm shift relative to glycine control, % at 25 µM. hit rate 2.5% among 340,000;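 active means melting temperature shift of at least 10% of the positive control shift, at one fixed dose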
TIM10 inh – inhibits growth of TIM10 yeast strain | S. cerevisiae TIM10 strain growth, BacTiter-Glo luminescence, 24 h | AID 463195 | inhibition, % at 10 µM | hit rate 1.4% among 330,000;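 active means inhibition of 40% or more at the single tested concentration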;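 further: wild-type TIM10 isogenic control strain grown at permissive 25 °C; 0% = DMSO yeast wells and 100% = minimal medium wells without yeast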
tim10-1 inh – growth inhibitors of tim10-1 mutant yeast; S. cerevisiae tim10-1 ts strain growth, BacTiter-Glo, 24 h; inhibition, % at 20 µM; hit rate 2.2% among 330,000;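 active means inhibition of at least 40%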;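 further: mutant grown at 25 °C; 0% = DMSO wells with yeast and 100% = wells holding no yeast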
UPR CHOP act – activators of apoptotic arm of unfolded protein response (CHOP). AID 449763. hit rate 0.34% among 330,000. activation, % at 10 µM. CHO-CHOP luciferase reporter, UPR activation, luminescence; percent of tunicamycin response over DMSO baseline;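 active means at 10 µM dose, activation of 40% or more, normalized to positive control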;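 further: 100% = tunicamycin at 10 µg/mL and 0% = DMSO alone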
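Assay system: CHO-CHOP cells, stable luciferase reporter of PERK-eIF2a-CHOP signalling / Buffer or medium: F12 plus 10% serum / Compound dosing: one dose, 10 µM in 0.5% DMSO / Times: 6 h compound treatment, 37 °C / Technique: luciferase luminescence / Read-out: % reporter activation, DMSO baseline versus tunicamycin full activation / Benchmarks: tunicamycin and DMSO controls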
NALP3 yeast inh – inhibitors of NALP3 inflammasome in yeast; Yeast reconstituted NLRP3/ASC/caspase-1, beta-gal luminescence, 24 h; inhibition, % at 10 µM; hit rate 0.39% among 330,000; AID 2825;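 active means inhibition of 50% or more; inactive means inhibition below 50%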;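 further: plate controls were induced DMSO wells for no effect and uninduced yeast grown without galactose for full effect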
Active calls of the source: *; · = no result given.

SMILES	Mdm2 MdmX PPI	XBP1 UPR activ	APJ agonist	tim23-1 inh	NR3A LBD binder	TIM10 inh	tim10-1 inh	UPR CHOP act	NALP3 yeast inh
Cc1nc(-c2ccccc2)nc2[nH]c(-c3ccccc3)cc(=O)c12	1	-1	1	-14	-5	-18	-9	2.9	11
CCN(Cc1ccccc1)C(=O)CN1C(=O)NC(CC)(c2ccc(F)cc2)C1=O (stereo unspecified)	1	-2	-2	7	0	-13	14	-0.2	14
CCC(=O)Oc1ccc(C(=O)Nc2ccc3c(c2)C(=O)N(C2CCCCC2)C3=O)cc1	27	6	-3	12	-4	-2	20	0.7	-5
Cn1c2c(c3ccccc31)CC/C2=N\O	10	4	13	7	2	1	9	3.0	26
CCCCCCC(=O)N/N=C1\CCCc2ccccc21	-21	-3	1	17	-2	9	33	2.6	21
COc1ccc(OC(=O)c2cccnc2)cc1	7	-1	1	-3	1	4	-9	-1.2	13
COc1cc(CC(=O)Nc2nc(-c3ccccc3)c(C(C)=O)s2)cc(OC)c1OC	35	-2	-1	7	-2	17	2	-0.2	21
O=C(O)C1CCN(C(=O)c2ccco2)CC1	-10	0	0	0	-2	-3	-8	0.2	16
Cc1cc(NC(=O)CSc2nc(C(C)C)nc3sc4c(c23)CCC(C)C4)no1 (stereo unspecified)	49	20	-5	-1	0	5	5	5.3	-1
CCOc1cccc(C(=O)Nc2ccccc2N2CCN(C(=O)C(C)C)CC2)c1	22	-1	-1	19	1	17	28	-2.3	13
COc1ccc2[nH]c(=O)c(CN(C(=O)c3ccco3)C(C)C)cc2c1	4	1	-2	11	2	5	6	0.1	14
COc1ccc2[nH]c3c(c2c1)CCN1C(=O)C(CC(=O)NCCCn2ccnc2)C[C@H](C(=O)N2CCOCC2)[C@@]31CCC1CCCC1 (stereo partly specified)	23	4	·	19	-3	-8	0	1.6	·
COc1ccc(C2C=C(c3ccc(Cl)cc3)Nc3nc(NC(C)=O)nn32)cc1 (stereo unspecified)	22	-1	11	16	·	31	25	0.3	-1
COc1ccc(OCc2cc(C(=O)N3CCCCCC3)no2)c(Cl)c1	-33	2	-6	31	0	-4	20	2.1	37
COc1ccc(S(=O)(=O)Nc2cccc(F)c2C)cc1C(=O)N1CCOCC1	27	-2	-2	1	2	-12	3	-1.7	9
O=C(CCCCCN1C(=O)c2cccc3cccc(c23)C1=O)NCc1cccnc1	6	-1	4	-14	0	-6	-3	0.0	20
CCOc1nc(-c2ccccc2O)nc2ccccc12	-5	2	-1	16	4	-24	-30	-0.1	6
O=C(NCCCn1ccnc1)C(=O)NCC(c1ccco1)N1CCN(c2ccc(F)cc2)CC1 (stereo unspecified)	8	-3	-1	11	-1	-12	-1	-0.2	7
O=C(NNc1ncnc2c1cnn2-c1ccc(F)cc1)c1cccs1	-15	-3	-2	8	-5	8	15	-0.7	7
C=C1SC(=Nc2ccccc2Cl)N(C(=O)c2sc3ccccc3c2Cl)C1(C)C	34	1	-5	19	1	7	-2	4.8	22
N=c1n(CCO)c2ccccc2n1CCOc1ccc(Cl)cc1Cl	97*	5	18	15	-1	17	16	-0.1	12
CSc1cccc(NC(=O)C2CCN(S(=O)(=O)c3ccc4c(c3)NC(=O)CO4)CC2)c1	19	-6	-2	0	-12	0	5	2.2	6
O=S1(=O)c2ccccc2Nc2ccccc21	19	-1	1	23	-8	-14	21	-2.0	9
CCCCc1nnc(NC(=O)c2oc3ccc(OC)cc3c2C)s1	-20	5	-5	12	1	12	0	2.1	-4
O=C(NCc1ccccc1)C1=C[C@H](c2ccc3c(c2)OCO3)C[C@H](OCc2ccc(CO)cc2)O1	0	-1	6	23	-2	-5	0	3.1	10
N#Cc1ccc(OCc2nnc(SCC(=O)c3ccccc3)n2-c2ccccc2)cc1	3	-9	-3	5	7	-5	13	-1.5	0
Cc1nc2ccc(NC(=S)N3CCOCC3)cc2nc1C	-10	7	0	3	-4	2	1	0.9	18
c1ccc(N2CCN(c3c4c(nc5ncnn35)CCC4)CC2)cc1	-3	-2	0	15	2	6	15	2.3	6
Cn1c(=O)[nH]c(=O)c2c1nc(NCCO)n2CCOc1ccccc1	8	-3	0	3	-1	-12	-5	1.2	11
Cc1ccc(CSCCNC(=O)CN(c2ccc(F)cc2)S(C)(=O)=O)cc1	8	-3	-4	1	0	3	4	1.2	3
O=C(NCCSCc1c(F)cccc1Cl)Nc1ccccc1	-10	1	-2	37	-5	29	13	3.2	29
COC(=O)c1cn(NC(=O)/C=C/c2cccc(OC)c2OC)c(=O)c2ccccc12	-2	-1	-1	-3	·	7	13	2.6	-6
COc1cc2c(cc1NC(=O)c1cc(-c3ccccn3)nc3ccccc13)oc1ccccc12	43	0	-4	17	-3	24	21	-0.5	14
Clc1ccc(C2=Nn3c(nnc3-c3cc(-c4ccccc4)n[nH]3)SC2)cc1	37	66*	-3	2	-1	13	8	14	4
Cc1cccc(NC(=O)C(=O)NNC(=O)c2ccc(C(C)(C)C)cc2)c1	-2	6	-1	-42	-3	-31	-75	1.7	12
CCCC(C)C(=O)Nc1ccc(S(N)(=O)=O)cc1 (stereo unspecified)	-1	-3	-1	7	-1	-6	-1	1.8	16
COc1ccc2sc(-c3ccc(SC)cc3)c(-c3ccc(O)cc3)c2c1	54*	14	-2	33	3	28	18	3.3	13
COc1ccc(Cl)c(Cn2c(NCCCN(C)C)nc3c2c(=O)n(C)c(=O)n3C)c1	15	-4	-7	-8	-1	-18	-10	-0.2	12
COC(=O)c1c(N)nc(C)n1-c1ccc(OC)cc1	20	0	-3	-6	2	-7	13	0.6	9
S=c1[nH]nc(-c2cc(-c3ccccc3)n[nH]2)n1/N=C/c1cccs1	17	2	4	14	-1	-2	9	-0.1	7
CC(C(O)c1cc(=O)c(OCc2ccccc2)co1)[N+](=O)[O-] (stereo unspecified)	26	-2	2	15	-1	11	13	-0.2	14
Cc1ccc(N2CC(C(=O)OCC(=O)c3ccc(C)c([N+](=O)[O-])c3)CC2=O)cc1 (stereo unspecified)	10	-4	-11	6	4	8	15	1.1	-10
CC(C)c1nnc(NC(=O)C2CCN(C(=O)c3ccco3)CC2)s1	22	-2	-2	-1	1	12	-11	0.3	11
Clc1ccc(C2CC(c3cccs3)n3ncnc3N2)cc1Cl (stereo unspecified)	-28	4	-5	51*	-1	30	45*	-1.5	1
Cc1cc(C)cc(C(=O)Nc2nnc(SCC(=O)N3CCCc4ccccc43)s2)c1	9	-3	-1	12	-2	0	-11	-0.1	13

Entries from the list above that contain a nitro group on carbon (2):
SMILES	Mdm2 MdmX PPI	XBP1 UPR activ	APJ agonist	tim23-1 inh	NR3A LBD binder	TIM10 inh	tim10-1 inh	UPR CHOP act	NALP3 yeast inh
CC(C(O)c1cc(=O)c(OCc2ccccc2)co1)[N+](=O)[O-] (stereo unspecified)	26	-2	2	15	-1	11	13	-0.2	14
Cc1ccc(N2CC(C(=O)OCC(=O)c3ccc(C)c([N+](=O)[O-])c3)CC2=O)cc1 (stereo unspecified)	10	-4	-11	6	4	8	15	1.1	-10

(continued)
SMILES	Mdm2 MdmX PPI	XBP1 UPR activ	APJ agonist	tim23-1 inh	NR3A LBD binder	TIM10 inh	tim10-1 inh	UPR CHOP act	NALP3 yeast inh
Cc1ccc(CNC(=O)C2CCCN(S(=O)(=O)c3ccc(-n4cnnn4)cc3)C2)cc1 (stereo unspecified)	32	-2	-2	1	6	6	-28	0.3	12
CCOc1ccc(S(=O)(=O)N2CCc3cc(OC)c(OC)cc3C2)cc1	31	-3	0	36	1	13	10	1.9	21
COc1ccc(C)cc1NC(=S)NN1CCN(C)CC1	-5	2	-2	7	-1	8	-11	0.0	0
O=C(NC(Cc1ccccc1)C(=O)O)/C(=C/c1ccccc1)NC(=O)c1ccccc1 (stereo unspecified)	4	-1	-3	1	14*	-3	6	0.4	4
COC(=O)CC1(C(=O)OC)Oc2ccc(Br)cc2C(=O)N1c1cc(Cl)cc(Cl)c1 (stereo unspecified)	10	-2	0	35	0	16	18	0.4	33
O=C(N/N=C/c1ccccc1Cl)C1CC1	15	-7	3	26	-1	15	2	0.9	25
O=C(CSc1nnc(Nc2ccccc2F)s1)NCC1CCCO1 (stereo unspecified)	10	2	-5	11	2	4	15	0.2	14
CC(C)n1ncc2c(C(=O)N3CCN(c4ccc(F)cc4)CC3)cc(-c3ccccc3)nc21	12	-3	-3	12	-2	9	13	-1.9	24
O=C(Nc1ccc2c(c1)CCCN2C(=O)c1cccs1)c1ccccc1	20	-5	-1	16	2	-4	-10	2.4	21
CC(C)CC(=O)Nc1nnc(SCC(=O)NCc2ccco2)s1	-11	-2	1	-1	0	5	5	1.7	-8
CCN1CCCC1CNC(=O)CSCc1nc(-c2ccccc2C)oc1C (stereo unspecified)	13	0	-4	12	0	4	9	-0.9	10
CCOC(=O)N1CCN(Cc2ccc(O)c3ncccc23)CC1	50*	25	-5	3	-3	16	-4	62*	-8
CC(C)c1cc(C(=O)Nc2ccc3c(c2)OCO3)no1	-110	0	-2	17	0	6	11	3.6	18
COCCn1c(SCC(=O)NC2CCCCC2)nnc1-c1ccncc1	-3	3	-2	5	1	-26	-6	-1.0	2
COc1ccccc1Nc1cc(C)nc2c(C)ccc([N+](=O)[O-])c12	19	-1	-4	49	-1	-10	12	-1.9	30
CC(=O)N1CCCc2cc(S(=O)(=O)N3CCN(C4CCCCC4)CC3)ccc21	13	-5	-3	11	-1	-11	13	-3.6	-13
O=C(COC(=O)c1cnc(Cl)c(Cl)c1)Nc1cccc(S(=O)(=O)N2CCOCC2)c1	0	-1	2	13	-13	-4	3	-0.5	7
OCCC1CN(Cc2ccccc2-c2ccco2)CCN1Cc1ccsc1 (stereo unspecified)	15	-2	-3	0	2	-1	17	-0.2	-2
CC(=O)Nc1ccc(C(=O)OCC(=O)N(c2ccccc2)C2CCS(=O)(=O)C2)cc1 (stereo unspecified)	2	-1	-3	17	-1	5	17	-1.2	9
CCOC(=O)Cc1csc(NC(=O)c2cc(C)cc(C)c2)n1	-6	0	0	20	1	-13	7	-0.3	34
CC(C)COc1ccc(C(=O)Nc2ncn[nH]2)cc1	4	1	-1	11	-2	1	-20	0.5	16
O=S(=O)(N/N=C/c1ccc(N2CCOCC2)cc1)c1ccc(Br)cc1	6	4	1	17	-3	14	-11	-1.3	18
C=CCSC(CC)(CC)C(N)=O	3	-3	-2	7	-2	3	-9	0.4	-1
O=C1C2C3c4ccccc4C(c4ccccc43)C2C(=O)N1CN1CCOCC1 (stereo unspecified)	1	2	-4	-4	1	3	-2	2.6	-4
Cc1nc2nc(C)c(NS(=O)(=O)c3ccc(Cl)s3)c(=O)n2[nH]1	12	0	-4	28	1	-2	11	1.3	8
